Source: PubChem (National Center for Advancing Translational Sciences (NCATS))
Apoferritin bind = binds horse apoferritin like a general anesthetic. P02791. AID 485281. Potency, µM (top dose mostly 77.5 µM), without a hit: at the highest dose activity change, negative = displacement, actives largely listed as inhibitors. actives 0.074% (n = 350,000). apoferritin/1-aminoanthracene competitive binding, fluorescence; further: potency means the concentration at half of the fitted maximal effect; on the % scale 0 is the no-effect control and ±100 the full control effect; nearly all actives have a fitted effect of over 20% in size
Target sequence (P02791 2-175 limits assumed): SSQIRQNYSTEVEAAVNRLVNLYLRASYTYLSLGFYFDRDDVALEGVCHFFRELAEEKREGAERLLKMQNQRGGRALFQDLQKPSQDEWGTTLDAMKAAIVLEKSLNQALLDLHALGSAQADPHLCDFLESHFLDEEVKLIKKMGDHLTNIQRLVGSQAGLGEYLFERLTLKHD
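Steps: apoferritin (10 uM) was premixed with half-saturated 1-AMA in PBS, compounds were pin-transferred, plates stood 10 min at room temperature, fluorescence was read at 380/535 nm, and curves were fitted with a Hill equation.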
POLK inh = blocks human DNA polymerase kappa activity; purified Pol kappa, fluorescent DNA synthesis assay, 10 min; actives 0.53% (n = 400,000); Potency, µM (doses to about 107 µM), without a hit: at the top dose activity, negative = inhibition, usual class: inhibitors; Q9UBT6; AID 588579; further: potency means the concentration at half of the fitted maximal effect; on the % scale 0 is the no-effect control and ±100 the full control effect
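Enzyme at 10 nM met test compounds for 15 min at room temperature. Substrate addition (50 nM final) began the reaction, which was monitored by fluorescence at 0 and 10 min.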
LDHA inh = LDHA (human) enzyme inhibition | P00338 | purified LDHA, NADH/diaphorase-resazurin fluorescence; stronger effect = lower value | activity change, % (values are at about 110 or 230 µM) | actives 0.15% (n = 480,000) | AID 1347041; in the data active means activity change below about -30%; inconclusive means mostly about -25% to -30%;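 further: plate controls were DMSO wells for no effect and wells without enzyme for full effect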
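Human LDH5 at 2 nM final in Tris HCl pH 7.4 with 0.06 mM NADH and 0.2 mM pyruvate, reacted 5 minutes at room temperature. Remaining NADH coupled via diaphorase/resazurin; resorufin fluorescence read at 0 and 20 minutes, normalized to enzyme-free and DMSO wells.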
RGS4 inhibitor = human RGS4 inhibition. P49798. Transcreener GDP fluorescence polarization, RGS4-accelerated GTP hydrolysis. Potency, µM (doses to about 114 µM), inactives show at the highest dose activity change, negative = inhibition, hits mostly inhibitors. actives 0.039% (n = 390,000). AID 504845; further: potency means the concentration at half of the fitted maximal effect; on the % scale 0 is the no-effect control and ±100 the full control effect; nearly all actives have a fitted effect of over 75% in size; some results filed as inactive show a strong effect at the top dose
Target sequence (P49798 whole entry, looked up): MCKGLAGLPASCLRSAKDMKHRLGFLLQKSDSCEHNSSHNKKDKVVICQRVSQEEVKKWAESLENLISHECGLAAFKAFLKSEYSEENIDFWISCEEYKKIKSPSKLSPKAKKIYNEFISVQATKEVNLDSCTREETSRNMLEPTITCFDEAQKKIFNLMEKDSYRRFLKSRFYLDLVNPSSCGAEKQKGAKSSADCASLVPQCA
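MLSMR compounds (23 nl, pin-transferred) preincubated 10 min at room temperature with a 500nM (2x) first reagent, then RGS4 at 900nM (2x) plus Transcreener GDP mix added; fluorescence polarization (620/688 nm) read before and after 90 min at 30 °C.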
ERG Ets-DNA blk = inhibitors of human ERG Ets domain-DNA interaction; P11308; fluorescence polarization, His-ERG Ets domain / labelled DNA; actives 0.028% (n = 370,000); Potency, µM (highest dose often 76.9 µM), for inactives: at the top dose FP activity, negative = inhibition, most hits filed as inhibitors; active means well fitted inhibition curve with a large enough effect in the polarisation, with a control signal flat; inconclusive means small, poorly fitted or top-dose-only effect, or effect the other way, or a change in a side signal; inactive means no such curve, though single readings can be large or run the other way; the % refers to the polarisation;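 further: polarization taken with two DNA probes labelled with fluorescein and Texas red; potency means the concentration at half of the fitted maximal effect; % of control where 0% means no effect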
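His-tagged ERG Ets domain (1 uM in the protein solution; 300mM KCl, 50mM Tris-HCl, 1mM EDTA, 1mM DTT, pH 7.5) received compound, then a probe mix of 5 nM fluorescein-DNA and 100nM Texas-615-DNA. Fluorescence polarization was read for both dyes.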
APEX1 inh = blocks human APE1 abasic DNA cleavage; recombinant APE1, TAMRA/BHQ-2 abasic DNA cleavage fluorescence; P27695; Potency, µM (top dose mostly 65.8 µM), for inactives: at the highest dose activity change, negative = inhibition, hits mostly inhibitors; actives 0.35% (n = 350,000);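 further: potency means the concentration at half of the fitted maximal effect; plate controls were vehicle for no effect and reference inhibitor for full effect; nearly all actives have a fitted effect of over 55% in size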
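Enzyme (0.75 nM final) and test compound are incubated 15 min at room temperature before adding 50 nM quenched THF abasic-site duplex. Cleavage dequenches TAMRA, followed at 525/598 nm over three reads one minute apart.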
POLB inh = inhibitors of human DNA polymerase beta. Potency, µM (doses to about 114 µM), inactives show at the top dose activity change, negative = inhibition, most hits filed as inhibitors. P06746. AID 485314. actives 1.3% (n = 340,000). Pol beta primer extension/strand displacement, fluorescence kinetic; further: potency means the concentration at half of the fitted maximal effect; on the % scale 0 is the no-effect control and ±100 the full control effect
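Pol beta (10 nM) was preincubated with compound for 15 min at room temperature. The reaction was then started with 50 nM substrate and read immediately and after a further 10 min at room temperature.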
ALOX12 inh = inhibitors of human 12S-lipoxygenase ALOX12. purified 12hLO, xylenol orange hydroperoxide absorbance. Potency, µM (top dose mostly 108 µM), inactives show at the highest dose activity change, negative = inhibition, actives largely listed as inhibitors. actives 1.1% (n = 580,000). AID 1671190; further: potency means the concentration at half of the fitted maximal effect; on the % scale 0 is the no-effect control and ±100 the full control effect
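Purified human 12hLO (150 nM final) in 25 mM Hepes, 0.01% Triton X-100, pH 7.0 was preincubated 15 min at room temperature with compound. Then 40 uM arachidonic acid was added, 30 min. Hydroperoxide was read by Fe-XO absorbance ratio 573/405 nm.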
Pol eta inh = DNA polymerase eta (human) inhibition. Q9Y253. recombinant Pol eta, fluorescent DNA replication assay. Potency, µM (titrated, usually from 114 µM), for inactives: top-dose activity change, negative = inhibition, actives largely listed as inhibitors. actives 1.2% (n = 390,000); further: potency means the concentration at half of the fitted maximal effect; on the % scale 0 is the no-effect control and ±100 the full control effect
Target sequence (Q9Y253 whole entry, looked up): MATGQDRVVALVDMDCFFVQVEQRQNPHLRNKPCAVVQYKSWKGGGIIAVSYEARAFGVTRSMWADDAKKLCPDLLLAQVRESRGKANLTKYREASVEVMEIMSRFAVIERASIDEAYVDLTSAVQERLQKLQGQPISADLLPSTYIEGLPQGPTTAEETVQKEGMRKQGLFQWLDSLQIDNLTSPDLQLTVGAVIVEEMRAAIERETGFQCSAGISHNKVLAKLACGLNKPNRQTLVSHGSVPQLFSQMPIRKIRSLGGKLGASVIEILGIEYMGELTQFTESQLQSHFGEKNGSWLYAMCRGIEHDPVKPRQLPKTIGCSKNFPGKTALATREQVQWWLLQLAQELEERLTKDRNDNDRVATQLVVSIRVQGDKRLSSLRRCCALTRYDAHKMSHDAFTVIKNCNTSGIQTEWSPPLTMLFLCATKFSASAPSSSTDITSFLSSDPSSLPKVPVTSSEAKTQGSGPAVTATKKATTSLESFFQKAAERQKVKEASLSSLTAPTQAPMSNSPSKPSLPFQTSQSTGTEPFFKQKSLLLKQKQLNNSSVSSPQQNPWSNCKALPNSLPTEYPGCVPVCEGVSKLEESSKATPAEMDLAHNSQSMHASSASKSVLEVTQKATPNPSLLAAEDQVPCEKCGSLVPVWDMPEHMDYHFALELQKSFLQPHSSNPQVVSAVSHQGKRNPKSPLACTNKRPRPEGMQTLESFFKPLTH
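Pol eta (10 nM) was preincubated with compounds for 15 min at room temperature, after which fluorescent replication substrate (50 nM final) was added to start the reaction. Fluorescence was read kinetically at 0 and 10 min.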
Active calls of the source: *; ? = inconclusive; . = not tested or not shown; & = joins results of further samples; [ ] = dose if it differs, or a comment. Unless noted, the call rests on the fitted dose curve; in most records, active means well fitted curve in the direction sought with a large enough effect; inconclusive means small, poorly fitted or top-dose-only effect, or another doubt; inactive means no such curve, though single readings can be large; an effect the other way counts as inactive or inconclusive.

SMILES	Apoferritin bind	POLK inh	LDHA inh	RGS4 inhibitor	ERG Ets-DNA blk	APEX1 inh	POLB inh	ALOX12 inh	Pol eta inh
COC(CN(C(=O)CCl)C(C(=O)NC1CCCCC1)c1ccc(C)cc1)OC (centres undefined)	-3%	0%	0	6%	-3%	-1%	-12%	-12%	-17%
COc1ccc2c(c1)OC(=O)CC2c1cc(OC)c(OC)c(OC)c1 (centres undefined)	-13%[110 µM]	-5%&-18%	3	9%	1%	-16%&13%	.	-3%	-10%
Cc1nc2ccc(NC(=O)Cc3c(F)cccc3Cl)cc2s1	-6%	-16%	-4	-8%[56.9 µM]	1%	-1%	-2%	-3%	-7%
CCc1nc(N(CC)CC)c2oc3ccccc3c2n1	?	-19%	-7	-8%	-6%	2%	-1%	?	-18%
CCc1ccc(CCC(=O)Nc2ccc(Cl)cc2)o1	-15%	-11%	-13	-26%	-6%	-1%	-1%	45%	-10%
CCN1C(=C(C#N)C#N)C=Cc2ccccc21	47%[activator]	-3%	-6	6%	12%	-9%	2%	-1%	-5%
COC(=O)c1ccc(NC(=O)CCc2c(C)nc3c(c(C)nn3C(C)(C)C)c2C)cc1	?	0%	5	16%	-3%	.	-4%	?	-15%
CCOc1ccc(S(=O)(=O)Nc2ccc(S(=O)(=O)N3CCCC3)cc2)cc1	?	3%	-2	-22%	.	3%	13%	-17%	-14%
CCCCn1c(-c2ccccc2)cnc1SCC(=O)NCCc1ccc(OC)c(OC)c1	-3%	-2%	3	-12%	.	-5%	?	10%	-7%
CCCc1nnc(NC(=O)CCN2C(=O)c3ccccc3C2=O)s1	5%	2%	-4	14%	10%	-3%	2%	3%	-8%
CC(C)N(C)C1CCN(S(=O)(=O)c2ccc(-c3ccc(=O)[nH]n3)s2)CC1	6%	1%	0	-2%	6%	50%[activator]	-8%	0%	-9%
COCCc1nn2c(=O)cc(COC(=O)C(c3ccccc3)c3ccccc3)nc2s1	?	-8%	-1	-1%	11%	.	-20%	-8%	-2%
Cc1coc2c1c(C)cc1oc(=O)c(CC(=O)N[C@@H](C)C(=O)O)c(C)c12	8%	-8%[60.1 µM]	0	19%	-11%	40%[activator]	?	0%	13%
CC(C)OC(=O)c1cccc(C(=O)O)n1	10%	-5%	-14	1%	-2%	4%	2%	5%	7%
Cn1nnnc1SCCNCc1ccc(Cl)cc1	2%	-4%	-6	-9%	0%	-1%	27%	-20%	-3%
COc1ccc(-n2c(SCC(N)=O)nnc2-c2ccc(NS(=O)(=O)c3ccc(C)cc3)cc2)cc1	-23%	12%	1	-32%	-3%	11%	?	?	-10%
CN(C)CCC#CC1(O)c2ccccc2-c2ccccc21	-8%	-2%	-1	-19%	5%	5%	-4%	-10%	-9%
COc1cccc(-c2nc(COc3ccc(Cl)cc3Cl)no2)c1	-15%	3%	-2	8%	5%	0%	1%	0%	-22%
O=C(Nc1ccccc1)C1=C[C@@H](C2CCCCC2)C[C@@H](OCc2ccc(CO)cc2)O1	5%	-11%	0	-2%	-6%	-4%	-22%	-23%	-3%
O=C(Nc1ccc(Cl)cc1)Nc1ccccc1CC[N+](=O)[O-]	-12%	-8%	-2	?	16%	-4%	0%	-2%	4%
CCOC(=O)c1ccc(NC(=S)NN)cc1	-21%	-20%	0	-11%	-12%	6%	-20%	?	-10%
COc1ccc(Nc2nc(N)nc(CSc3nccn3C)n2)cc1	1%	-7%	-4	-34%	6%	-8%	?	-9%	-19%
CCC(C)NC(=O)CSc1nnc(-c2ccc(C)cc2)c(-c2ccc(C)cc2)n1 (centres undefined)	-9%	-11%[60.1 µM]	-2	40%	-1%	.	26%	-19%	-4%
COc1cc2oc3cc(C#Cc4ccc(N)cc4)ccc3c(=O)c2cc1OC	.	-8%	-12	12%	-3%	.	.	-22%	-10%
CC12CC(NC(=O)N1c1cccc(C(=O)N3CCN(c4ccccc4F)CC3)c1)c1ccccc1O2 (centres undefined)	-18%	-2%	-2	-28%	-5%	0%	8%	0%	-14%
SMILES	Apoferritin bind	POLK inh	LDHA inh	RGS4 inhibitor	ERG Ets-DNA blk	APEX1 inh	POLB inh	ALOX12 inh	Pol eta inh
Cc1ccc(N2CC(NS(=O)(=O)c3cccs3)CC2=O)cc1C (centres undefined)	.	-7%	-3	-28%	7%	38%	.	?	-20%
CC1(C)CC2c3cccc(C(=O)O)c3C(=O)N2c2c1ccc1ccccc21 (centres undefined)	4%	-2%	5	-2%	0%	-4%	18%	18%	-17%
O=C(NCc1ccc(OC(F)(F)F)cc1)C1CC2Cn3c(nc4ccccc43)C2N1Cc1ccccc1 (centres undefined)	-15%	-5%	-10	9%	-3%	-9%	32%	6%	-19%
CN(C)CCN(Cc1ccccc1)S(=O)(=O)c1ccc2c(c1)n(C)c(=O)c(=O)n2C	1%	-7%	-8	1%	-2%	-8%	2%	0%	6%
COCCn1c(SCC(=O)Nc2ccc3c(c2)OCCO3)nnc1C(C)C	-4%	0%	-10	-9%	4%	34%	5%	-4%	-7%
CCC1(C)Cc2c(sc(NC(=S)NC(=O)c3ccccc3)c2C#N)CO1 (centres undefined)	-12%	-12%	-6	-42%	-3%	3%	23%	-23%	-5%
COc1cc2c(-c3ccccc3O)nc3c(c(C)nn3-c3ccccc3)c2cc1OC	1%&-1%	0%&-11%	1&-3	-2%&-19%	-6%&-6%	2%	-6%&2%	?	-15%&-11%
Cc1cc(NC(=O)c2ccc3c(c2)OCO3)no1	4%	-14%	-3	-11%	0%	-1%	0%	8%	-3%
CCOc1cc(/C=C2\SC(=Nc3ccc(CC)cc3)NC2=O)ccc1OCC(=O)O	57%[activator]	-35%	-2	8%	1%	?	?	?	0%
CN1C(=O)CC(N2CCN(CC(=O)N3CCCC3)CC2)C1=O (centres undefined)	-6%	-1%	-5	24%	-1%	-3%	17%	2%	-12%
COc1cc(/C=N\NC(=O)c2ccc(-c3ccccc3)cc2)ccc1OCC(N)=O	-3%	-3%	-5	-22%	-5%	-9%	-11%	-2%	-11%
O=C(NCc1cccnc1)c1cc2nc(-c3ccc4c(c3)OCO4)cc(C(F)(F)F)n2n1	-5%	-5%	-5	-9%	-10%	1%	0%	-8%	1%
COc1cc(C)ccc1OCCSc1nc2ccc(NC(=O)c3cccs3)cc2s1	27%	-10%	-8	-4%	4%	.	8%	-12%	-12%
CNC(C)C#Cc1ccc2oc3cccc(OC)c3c(=O)c2c1 (centres undefined)	152%[activator]	-11%	-5	9%	-2%	-4%	1%	-8%	2%
O=C(CSc1nnc(CNC(=O)c2cccs2)o1)Nc1ccc(F)cc1F	-8%	6%	-1	-30%	6%	71%[activator]	30%	-2%	-8%
Cc1c(CCC(=O)O)c(=O)oc2cc(OCc3cccc(Cl)c3)ccc12	-10%	-23%	-15	4%	-3%	-2%	19%	.	-6%
C[C@H](NC(=O)c1nc[nH]c1C(=O)NC1CCN(C(=O)OC(C)(C)C)CC1)C(=O)OC(C)(C)C	-2%	18%	0	-4%	16%	4%	-2%	-4%	-18%
CCOC(=O)C1CCN(S(=O)(=O)c2ccc3c4c(cccc24)C(=O)N3)CC1	284%[activator]	9%	-1	-14%	2%	-5%	8%	.	-4%
COc1ccccc1NC(=S)N1CCC(C(=O)c2ccc(F)cc2)CC1	-8%	-11%	-7	1%	-5%	-9%	3%	-29%	7%
Cc1cc(C)cc(C(=O)OCC(=O)N2CCCCCC2)c1	.	-2%	-4	-13%	-2%	-1%	.	1%	-16%
N#CC1=C(N)C2=CCCC[C@H]2[C@H](c2cccc(F)c2)C1(C#N)C#N	5%	-5%	9	?	3%	2%	0%	?	-15%
O=C(NCC1CCCO1)c1cccc(S(=O)(=O)Nc2ccc(SC(F)F)cc2)c1 (centres undefined)	.	-4%	2	-32%	-12%	13%	.	18%	-15%
NC(=O)c1ncn([C@@H]2O[C@H](CNC(=O)[C@H](N)CSCc3ccccc3)[C@@H](O)[C@H]2O)n1	.	4%	0	-2%	11%	.	.	7%	-18%
Cc1cc(C)cc(N2C(=O)CS(=O)(=O)C23C(=O)N(C)c2ccccc23)c1 (centres undefined)	-6%	-1%	-2	-4%	-3%	.	2%	4%	-19%
Cc1cc(/C=N/NC(=O)c2ccsc2)c(C)n1-c1cnccn1	-13%	-29%	2	35%	21%	2%	1%	-12%	-1%
CN1C(=O)C(CCC(=O)O)NC1=S (centres undefined)	-3%	-10%	-11	-11%	-5%	1%	-1%	1%	-15%
O=C(Nc1nnc(-c2ccccc2Cl)o1)c1ccc(S(=O)(=O)N2CCCCCC2)cc1	-16%	-11%	-4	-29%	4%	3%	3%	.	-19%
O=C(N1CCC(n2nc(-c3ccccc3)oc2=O)CC1)C1(c2ccc(Cl)cc2)CC1	-11%	-44%	-6	3%	-11%	-9%	14%	-29%	?
CCCCCCOc1ccc(C2C(=O)N(C3CCCCC3)CC(=O)N2CCCC)cc1 (centres undefined)	64%[activator]	-11%[60.1 µM]	-4	9%	0%	.	23%	?	-27%
COc1ccc(C2CC(=O)c3cc(-c4nc(-c5ccc(C)cc5)cs4)c(=O)[nH]c3C2)cc1 (centres undefined)	-8%	-10%	6	-5%	-3%	.	-30%	?	-12%

A portion of the library; rates above refer to the full screens.
